From PubChem
Lipid storage S3 – qHTS Assay for Lipid Storage Modulators in Drosophila S3 Cells; lipid storage change, negative = inhibition, % at the top dose, mostly 46.1 µM; hits show Potency in µM; AID 2685; Drosophila S3 cells, BODIPY lipid droplet fluorescence, 18-24 h; cells fed with added oleic acid; 320,000 tested, 0.64% active; active = well fitted inhibition curve with a large enough effect in the signal ratio, with a control signal flat, not every such curve was filed as active; inconclusive = small, poorly fitted or top-dose-only effect, or effect the other way, or a change in a side signal; the % refers to the signal ratio
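Drosophila S3 cells got compounds at several concentrations plus oleic acid (400 uM solution). Laser-scanning cytometry with 488 nm excitation read lipid droplets at 500-530 nm and cells at 575-640 nm. Percent activity was relative to 20 uM Triacsin C.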
Lipid storage S3 cell count max – further read-out of Lipid storage S3, marked with its call; cell number change, %; measured here: cell count max response;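 cells counted by Cell Tracker Red CMTPX staining in the red channel; peak over a dose series mostly up to 46.1 µM; percent activity relative to internal control wells on each plate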
* marks the source's active call; other numbers are inactive results; i = inactive; u = inconclusive; x = no result given; [ ] = another dose, or the depositor's remark. % is scaled to controls: 0 for no effect and ±100 for the full control effect; potency is read from the fitted curve at half-maximal effect. This is a subset; rates above refer to the full screens.

SMILES	Lipid storage S3	Lipid storage S3 cell count max
CCn1c(SCCOc2ccc(OC)cc2)nnc1C(CO)NC(=O)c1ccc(OC)cc1 (configuration not stated)	u	x
CCc1nn(C(C)C(=O)Nc2cccc(C)c2C)c(=O)c2cc3occc3n12 (configuration not stated)	u	x
O=C1c2ccccc2S(=O)(=O)N1CC(O)COc1ccc(Cl)cc1 (configuration not stated)	u	x
O=C(O)CCNC(=O)/C(=C/c1ccco1)NC(=O)c1ccco1	7.2%	12.0
Cc1ccc(C)c(N(CC(=O)NCCc2ccccc2)C(=O)CCC(=O)Nc2ccccn2)c1	u	x
O=S(=O)(c1ccccc1)N(CC1CO1)c1cccc2ccccc12 (configuration not stated)	7.2%	-12.8
CCN(CC)S(=O)(=O)c1ccc(C)c(NC(=O)/C=C/c2cccs2)c1	u	x
COc1cccc(NC(=O)COC(=O)c2ccc(S(=O)(=O)NCc3ccco3)cc2)c1	u	x
O=S(=O)(c1cccc(F)c1)N1CCN(Cc2cc3c(cc2Br)OCCO3)CC1	i	-15.3
Cc1nn(C(C)C(=O)NCc2ccco2)c(C)c1[N+](=O)[O-] (configuration not stated)	u	x
CN(Cc1ccn[nH]1)C(=O)C1CCC(=O)N(Cc2cccc(C(F)(F)F)c2)C1 (configuration not stated)	u	x
CC(C)(C)c1ccc(OCCCC(=O)NC2=NCCS2)cc1	u	x
COc1cccc(NC(=O)CN(C)C(=O)c2ccc(NS(=O)(=O)c3ccc(F)cc3)cc2)c1	u	x
O=C(Nn1c(C2CCCCC2)nc2ccccc2c1=O)c1ccc([N+](=O)[O-])cc1	u	x
Cc1c(N(CC(=O)O)S(=O)(=O)c2ccccc2)c(=O)n(-c2ccccc2)n1C	0.2%	-12.2
CC1CCCC(C)N1/N=C/c1ccccc1C(=O)O (configuration not stated)	u	x
CCOc1ccccc1C1C(C#N)=C(N)Nc2onc(-c3ccccc3)c21 (configuration not stated)	u	x
COc1ccc(S(=O)(=O)N2CCC(C(=O)NCCC(=O)Nc3cccc(OC)c3)CC2)cc1	u	x
Cc1ccccc1NC(=O)c1cccc(N2C(=O)C3C4CCC(C4)C3C2=O)c1 (configuration not stated)	u	x
O=C1COc2ccc(S(=O)(=O)NCc3ccc(Cl)cc3)cc2N1	u	x
Cc1ccc(OCCNC(=O)C2CCCCC2)cc1	u	x
CC(C)Cc1nnc(NC(=O)CCC(=O)N2CCN(c3ccccn3)CC2)s1	4.9%	2.6
COC(=O)COc1ccc(S(=O)(=O)Nc2ccc(C(N)=O)cc2)cc1	-14.2%	10.2
O=C(c1cc(-c2ccncc2)nc2ccc(Br)cc12)N1CCN(c2ccccn2)CC1	u	x
Cc1csc(NC(=O)CSc2nnc(-c3ccncc3)n2C)n1	u	x
Next section
SMILES	Lipid storage S3	Lipid storage S3 cell count max
COc1ccccc1N1CCN(C(=O)c2ccc(S(=O)(=O)N3CCCCCC3)cc2)CC1	-13.0%	-9.5
CC1CCN(CCC(=O)N/N=C/c2ccc([N+](=O)[O-])cc2)CC1	1.0%	12.4
O=C1c2cc(S(=O)(=O)NCCO)ccc2-c2ccc(S(=O)(=O)NCCO)cc21	-17.9%	8.2
COc1ccc(CSc2nnc(C)s2)cc1F	3.6%	10.0
CCNC(=O)COC(=O)CCNC(=O)c1cccc(C)c1	8.2%	14.2
CC[C@H](C)[C@@H]1NC(=O)c2cc([N+](=O)[O-])cc(F)c2NCCCC[C@@H](C(N)=O)NC(=O)[C@H](CC(N)=O)NC1=O	-3.5%	-13.8
CCCN(CC1CC1)S(=O)(=O)c1ccc(-n2cnnn2)c(OC)c1	u	x
Cc1cc(C)n2nc(SCC(=O)N/N=C/c3ccccc3F)nc2n1	u	x
Cc1cnc([N+](=O)[O-])n1CCOC(=O)NC(=O)c1ccc(F)cc1	-5.7%	-6.9
Cc1ccc(F)c(CNC(=O)C2CCC(=O)N(CCN3CCOCC3)C2)c1F (configuration not stated)	u	x
CCCC1=NN(C(=O)C(=O)Nc2ccc(Br)cc2)C(O)(C(F)(F)F)C1 (configuration not stated)	-10.0%	-7.8
O=C(COc1ccc2c3c(c(=O)oc2c1)CCC3)Nc1ccc(CCO)cc1	u	x
CCOC(=O)/C(C#N)=C1/C=CN(c2ccc(C)cc2)C=N1	u	x
C=CCn1c(SCc2ccc(Cl)c(Cl)c2)nnc1C(CO)NC(=O)c1ccc(OC)cc1 (configuration not stated)	6.0%	16.2
COCCOC(=O)N/C=C\c1nc2ccccc2c(=O)[nH]1	u	x
O=C1CC(N2CCN(Cc3ccc4c(c3)OCO4)CC2)C(=O)N1Cc1ccc(N2CCCC2=O)cc1 (configuration not stated)	4.8%	-3.3
Cc1cc(C)c2nc(N(CCCN(C)C)C(=O)c3ccc(S(=O)(=O)N4CCCCCC4)cc3)sc2c1	u	x
COc1cc(C(=O)NC2CCN(Cc3nnnn3Cc3cccs3)CC2)cc(OC)c1OC	u	x
N#CC(c1ccccc1O)N1N=C(c2ccccc2)CC1c1ccccc1 (configuration not stated)	-4.0%	-11.5
Cc1nn(C)c(C)c1CNC(=O)Nc1ccc(Cl)cc1	1.3%	-15.4
Cc1onc(-c2c(F)cccc2Cl)c1C(=O)NC1CCSC1=O (configuration not stated)	u	x
Cc1ccc(NC(=O)Cc2nnc(SCC(=O)c3ccc(Br)cc3)n2C)cc1	u	x
O=C(Nc1c(Cl)cccc1Cl)c1cc(-c2ccco2)on1	u	x
Cn1cc(Br)c(C(=O)NC(=S)Nc2ccc(S(N)(=O)=O)cc2)n1	u	x
Cc1noc(C)c1CSc1nnc2cc(C)c3ccccc3n12	u	x

By substructure: the compounds so far containing a furan ring, fused or not.
SMILES	Lipid storage S3	Lipid storage S3 cell count max
CCc1nn(C(C)C(=O)Nc2cccc(C)c2C)c(=O)c2cc3occc3n12 (configuration not stated)	u	x
O=C(O)CCNC(=O)/C(=C/c1ccco1)NC(=O)c1ccco1	7.2%	12.0
COc1cccc(NC(=O)COC(=O)c2ccc(S(=O)(=O)NCc3ccco3)cc2)c1	u	x
Cc1nn(C(C)C(=O)NCc2ccco2)c(C)c1[N+](=O)[O-] (configuration not stated)	u	x
O=C(Nc1c(Cl)cccc1Cl)c1cc(-c2ccco2)on1	u	x

Further entries.
SMILES	Lipid storage S3	Lipid storage S3 cell count max
CC(C)OC(=O)Nc1ccc(Oc2c(F)c(F)c(F)c(F)c2F)cc1	u	x
CCOC(=O)c1ccc(CNC(=O)c2n[nH]c(=O)c3ccccc23)o1	u	x
CCCc1nc(N2CCCC2)c(C#N)c2c1CCCC2	u	x
Cn1c(N)c(C(=O)CSc2n[nH]c(N)n2)c(=O)n(C)c1=O	u	x
CN(C)C(CNC(=O)c1cccs1)c1ccco1 (configuration not stated)	u	x
CC(NC(=O)CCCCCCN1C(=O)c2ccccc2C1=O)c1ccc2c(c1)CCCC2 (configuration not stated)	-0.3%	-9.4
CSc1ccc(NC(=O)Nc2cccn(Cc3ccccc3F)c2=O)cc1	u	x
N/C(=N\OC(=O)c1ccc(OCC(F)(F)F)nc1)c1ccc(Cl)cc1	-3.0%	0.9
C=C(C)c1cccc(C(C)(C)NC(=O)NC2CCN(Cc3ccccc3)CC2)c1	u	x
CC(C)(C)C1CCC2(CC1)C(C#N)=C(SCC(=O)Nc1ccccc1)NC(=O)C2C#N (configuration not stated)	u	x
CN(CC(=O)Nc1ccc(F)cc1)C(=O)CSc1nncs1	u	x
CC1CCN(S(=O)(=O)c2ccc3c(c2)c(=O)c(C(=O)NC2CCCC2)cn3C)CC1	4.8%	2.7
COc1ccccc1C(=O)Nc1ccc(C(=O)N2CCCCC2)cc1	-8.5%	-10.6
CCNC(=S)N(Cc1ccco1)Cc1cc2cc(OCC)ccc2[nH]c1=O	u	x
O=c1oc2ccccc2c(O)c1CN1CCCCC1	u	x
CCOC(=O)C1CN(S(=O)(=O)c2ccc(C)cc2)c2ccccc2O1 (configuration not stated)	-16.8%	-0.7
CCOC(=O)CCCCC(=O)c1[nH]c(=O)[nH]c1Cn1ccnc1	7.5%	-17.5
COc1cccc(OCC(O)CN2CCN(CCN3C(=O)c4cccc5cccc(c45)C3=O)CC2)c1 (configuration not stated)	15.9%	10.2
O=C(Cn1nc(Cc2cccnc2)c2ccccc2c1=O)NCC1CCCO1 (configuration not stated)	i	x
Cc1ccc(NC(=O)CSc2nc(C)c(C)c(C)n2)c([N+](=O)[O-])c1	u	x
Cc1ccc2[nH]cc(S(=O)(=O)c3ccc(F)cc3)c(=O)c2c1	u	x
COC(=O)c1ccc(C(=O)OC)c(NC(=O)C(C)(C)C)c1	u	x
Cc1ccc2c(c1)cc(CN(Cc1ccc3c(c1)OCO3)C(=O)c1cnccn1)c1nnnn12	11.7%	-7.3
COc1cccc(NC(=S)N2CCN(S(C)(=O)=O)CC2)c1	u	x
S=C(NCc1ccccn1)Nc1ccc(Br)cc1Cl	u	x

Part of the list above in order of molar mass, high to low:
SMILES	Lipid storage S3	Lipid storage S3 cell count max
CC(C)(C)C1CCC2(CC1)C(C#N)=C(SCC(=O)Nc1ccccc1)NC(=O)C2C#N (configuration not stated)	u	x
Cc1ccc(NC(=O)CSc2nc(C)c(C)c(C)n2)c([N+](=O)[O-])c1	u	x
Cn1c(N)c(C(=O)CSc2n[nH]c(N)n2)c(=O)n(C)c1=O	u	x

New compounds follow.
SMILES	Lipid storage S3	Lipid storage S3 cell count max
CC(=O)Nc1nc(-c2ccc3c(c2)OCO3)cs1	21.1%	16.5
Cc1ccc(OCCNc2ccc(C(F)(F)F)cc2[N+](=O)[O-])cc1	16.3%	-5.5
Cc1ccccc1OCC(=O)NC(C)c1ccccc1 (configuration not stated)	11.3%	3.1
O=C(COc1coc(CN2CCN(c3ccc(F)cc3)CC2)cc1=O)NC1CCCC1	2.9%[0.0737 µM]	x
C/C(=N\Nc1ccc2nncn2n1)c1ccc(Cl)s1	4.4%	19.9
COc1ccc(C2CC(=O)Oc3ccc(C(C)(C)C)cc32)cc1 (configuration not stated)	u	x
COc1cccc(OCC(O)CN2CCN(C)CC2)c1 (configuration not stated)	i	x
O=C(NCCNC(=O)c1cnccn1)c1cccc(Cl)c1	i	-6.6
Cc1[nH]c(=O)[nH]c(=O)c1CSc1nnc([C@@H](NC(=O)OC(C)(C)C)C(C)C)o1	u	x
Cc1ccc(C(=O)Nc2ncc(C)s2)s1	u	x
O=C(CSC1=NCCS1)NC1CCCCC1	u	x
COc1ccccc1C(=O)Nc1c2c(nn1-c1cccc(C)c1C)CS(=O)C2 (configuration not stated)	u	x
O=C(Nc1ncc2c(n1)-c1ccccc1CC2)c1cccc(Cl)c1	-25.7%	-4.9
C=CCSc1nnc(-c2cnn(-c3ccccc3)c2-n2cccc2)n1C	i	x
CC1CCCC(C)N1C(=O)COC(=O)Cn1cnc2c1c(=O)n(C)c(=O)n2C (configuration not stated)	u	x
O=c1nc2c(-c3ccccc3F)n[nH]n2c2ccccc12	5.3%	14.4
Nc1c(Cl)cc(Cl)cc1C(=O)OCC(=O)N1CCCC1=O	u	x
Cc1ccc(C)c(C(C)NC(=O)C2CCCO2)c1 (configuration not stated)	76.3%	-6.6
CC(C)(C)CN1CCNC[C@H]1Cc1ccc(O)cc1	u	x
CCN(CC)CC(O)Cn1c(-c2cccc(Cl)c2)nc2cc(C)c(C)cc21 (configuration not stated)	u	x
Cc1ccc(OCCN2CCN(c3nc(NCc4ccco4)c4ccccc4n3)CC2)cc1	u	x
CC(=O)Nc1ccc(SCC(=O)N2CCN(S(=O)(=O)c3ccccc3)CC2)cc1	0.4%	12.1
O=C(NC1C2CC3CC(C2)CC1C3)c1ccc(Br)o1 (configuration not stated)	u	x
CSc1ccccc1-n1nnnc1SCc1ccccc1	i	-18.3
Cc1cccc(N(CC(=O)NC2CCCC2)C(=O)c2c(C)noc2C)c1	-10.2%	-11.5
More records:
SMILES	Lipid storage S3	Lipid storage S3 cell count max
CCOC(=O)C1=NN(C(C)=O)C2(CC(=O)N(c3ccc(C)c(C)c3)C2=O)C1 (configuration not stated)	u	x
Cc1ccc(C)c(NC(=O)C(NCC(C)(C)N2CCOCC2)c2ccccc2)c1 (configuration not stated)	u	x
Cc1ccsc1C(=O)OCC(=O)N1CCc2ccccc2C1	u	x
CCOc1ccc(Br)cc1S(=O)(=O)Nc1ncn[nH]1	i	11.5
CCc1ccc(C(=O)NC(=S)Nc2ccccc2N2CCOCC2)cc1	u	x
Cc1ccc(C(=O)CSc2nn3c(=O)c(C(C)(C)C)nnc3s2)cc1	6.3%	10.8
COc1ccc(N(C(=O)c2ccn[nH]2)C(C(=O)NC(C)(C)C)c2ccc(F)cc2)cc1 (configuration not stated)	u	x
O=C(Nc1cnccn1)c1ccncc1	-11.5%	-10.9
CC(C)c1ccccc1-n1cc[nH]c1=S	19.7%	x
Cn1c(=O)[nH]c(=O)c2c1nc(SCC(O)CO)n2CCCc1ccccc1 (configuration not stated)	u	x
CC(=O)CCc1ccc(OCCCCn2cncn2)cc1	i	x
Cc1nc(NC(=O)C2CCCCC2)sc1C	0.1%	-16.0
O=c1oc(-c2cccs2)nc2ccc(Cl)cc12	27.8%	1.3
O=C(CCNC(=O)c1ccc([N+](=O)[O-])cc1)Nc1ccccc1N1CCOCC1	i	x
COc1ccc(C(=O)C[n+]2cc(Br)cc3ccccc32)cc1[N+](=O)[O-]	-14.8%	10.5
COc1ccc(/C(O)=C2/C(=O)C(=O)N(CCCN3CCOCC3)C2c2ccc(N(C)C)cc2)cc1 (configuration not stated)	u	x
N#Cc1c(-c2ccccc2)cc(-c2ccccc2)nc1SCCC(=O)O	3.1%	11.4

A stretch from further up:
SMILES	Lipid storage S3	Lipid storage S3 cell count max
COc1ccc(/C(O)=C2/C(=O)C(=O)N(CCCN3CCOCC3)C2c2ccc(N(C)C)cc2)cc1 (configuration not stated)	u	x
N#Cc1c(-c2ccccc2)cc(-c2ccccc2)nc1SCCC(=O)O	3.1%	11.4
